Compound activity from PubChem BioAssay.
Mtb RmlCD inh: inhibitors of Mycobacterium tuberculosis RmlC and RmlD coupled enzymes; P9WH09+P9WH11; RmlC+RmlD coupled enzyme assay, percent inhibition; primary screen in compound mixtures; inhibition, % at 3.6 µM; actives 0.03% (n = 160,000); in the data active means inhibition mostly above about 34%, no sharp cut-off; further: some results filed as inactive read as strong as hits
Target sequence (P9WH09 whole entry, looked up): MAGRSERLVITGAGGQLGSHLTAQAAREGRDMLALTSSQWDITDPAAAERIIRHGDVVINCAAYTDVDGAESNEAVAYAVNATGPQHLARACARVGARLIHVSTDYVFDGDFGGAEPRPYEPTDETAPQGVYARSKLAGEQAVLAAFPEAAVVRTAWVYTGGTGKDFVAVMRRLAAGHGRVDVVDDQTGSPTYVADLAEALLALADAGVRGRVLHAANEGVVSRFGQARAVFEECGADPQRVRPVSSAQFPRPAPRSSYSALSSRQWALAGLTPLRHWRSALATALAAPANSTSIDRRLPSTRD
Target sequence (P9WH11 whole entry, looked up): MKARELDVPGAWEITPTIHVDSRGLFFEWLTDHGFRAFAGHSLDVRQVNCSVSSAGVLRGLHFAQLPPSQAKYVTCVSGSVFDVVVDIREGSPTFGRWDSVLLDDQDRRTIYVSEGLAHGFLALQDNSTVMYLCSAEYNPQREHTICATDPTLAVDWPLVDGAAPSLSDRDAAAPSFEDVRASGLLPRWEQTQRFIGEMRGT
GlmU inhibition: inhibition of mycobacterial GlmU enzyme – biochemical, glucosamine-1-phosphate acetyltransferase (AID 1376) | M. tuberculosis GlmU acetyltransferase enzyme assay; higher % means a stronger effect | one-dose inhibition, %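 (tested at 30 µM in the primary screen)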; IC50 in µM for titrated hits | actives 0.25% (n = 220,000); in the data active means inhibition above about 13%;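 further: 0% = complete reaction with vehicle and 100% = reaction without substrate; strong numbers were not always called active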
Active calls of the source: *; x = no result given.

SMILES	Mtb RmlCD inh	GlmU inhibition
COCCN=C1NN=C(c2ccc(C)c([N+](=O)[O-])c2)CS1	-5	2.9%
CN1CCN(Cc2nc3ccccc3c(=O)[nH]2)CC1	x	4.0%
CCS(=O)(=O)c1nc(NC(C)=O)n[nH]1	4	0.7%
C/C(Nc1ccc(F)cc1)=C(/C#N)C(N)=O	2	-5.5%
c1ccc(Cn2nnnc2C(c2ccccn2)N2CCN(c3ccccc3)CC2)cc1 (stereo unspecified)	-10	1.8%
N#C/C(=C(/O)Cc1cccc2ccccc12)c1nc2ccccc2s1	4	1.2%
C/C(=N\OCC(=O)O)c1ccc(Cl)cc1	x	-5.7%
CCCN(CCC)C(=O)C1CC(=O)OC12CCOC(C)(C)C2 (stereo unspecified)	-11	0.0%
O=C(N=Nc1c(O)n(C2OC(=O)c3ccccc32)c2ccccc12)c1ccco1 (stereo unspecified)	-8	3.1%
O=C(Oc1ccc(-c2cnc3ccccc3n2)cc1)c1ccco1	x	-0.9%
COc1cccc(CNC(=O)CN(C)S(=O)(=O)c2cccc3cccnc23)c1	-7	3.0%
O=C(O)CCc1ccc(-c2ccccc2)n1NC(=O)c1ccco1	1	-3.0%
Cc1ccc(N(CC(=O)NN=C2CCN(C)CC2)S(=O)(=O)c2ccc(C)cc2)cc1	-9	8.8%
Oc1ccccc1CNn1cnnc1	-10	0.6%
COc1ccc(C(=O)OCC[N+]2(C)CCOCC2)cc1	7	0.5%
COC(=O)CCCC1=CC2=CC(=O)C(C)(OC(=O)c3cccs3)C(=O)C2=CO1 (stereo unspecified)	x	1.9%
CCCCCCCc1c(O)nc(SCCN(C)C)[nH]c1=O	x	-1.9%
O=C(COC(=O)CCc1nc2ccccc2s1)Nc1ncc(Cl)cc1Cl	8	2.2%
O=[N+]([O-])c1cccc(S(=O)(=O)c2ccc(NCCO)c([N+](=O)[O-])c2)c1	x	-1.1%
Clc1cccc(NCc2ccccc2)n1	5	-3.4%

Entries shown so far containing a nitro group on carbon, in the order listed:
SMILES	Mtb RmlCD inh	GlmU inhibition
COCCN=C1NN=C(c2ccc(C)c([N+](=O)[O-])c2)CS1	-5	2.9%
O=[N+]([O-])c1cccc(S(=O)(=O)c2ccc(NCCO)c([N+](=O)[O-])c2)c1	x	-1.1%

Other entries.
SMILES	Mtb RmlCD inh	GlmU inhibition
COc1cccc2c(=O)n(CC(=O)Nc3ccc(F)cc3)ccc12	40	-3.4%
COc1cccc(-n2c(N)c(-c3nc4ccccc4[nH]3)sc2=S)c1	8	1.3%
O=C(NC1CC1)c1ccc2c(Cl)c3c(nc2c1)CCCC3	-12	1.9%
COc1ccc(CCCc2nnc(SCC(=O)Nc3ccccc3F)o2)cc1	-11	-6.6%
O=C(O)C1CC=CCC1C(=O)Nc1cccnc1 (stereo unspecified)	-15	-4.5%
Cc1c(NC(=O)c2cc(C(C)C)on2)c(=O)n(-c2ccccc2)n1C	x	2.4%
Cc1cc(C)c(C(=O)OCCNC(=O)c2cccnc2)cc1C	0	-6.8%
COC(=O)C1=C(N)Oc2c(c(=O)oc3ccccc23)C1c1cccnc1 (stereo unspecified)	x	2.7%
CN(C)c1ccc(NC(=O)CSCc2nc3c(nnn3Cc3ccc(F)cc3)c(=O)[nH]2)cc1	x	4.2%
COc1ccc(N(C)S(=O)(=O)c2cccc(C(=O)NC3CCCC3)c2)cc1	-11	0.1%
COC(=O)Cn1ccc(-c2ccc(Cl)cc2)c(C#N)c1=O	-1	0.0%
FC(F)(F)c1cccc(N2CCN(CC3CC4C=CC3C4)CC2)c1 (stereo unspecified)	18	4.2%
CC(=O)N(Cc1cc2cc(C)c(C)cc2n2nnnc12)CC1COCCO1 (stereo unspecified)	10	1.7%
COc1ccccc1NC(=O)CSc1nnc(C)o1	-9	8.0%
Oc1ccc2c(c1)oc1cc(O)ccc12	-6	4.8%
Cc1ccc(Nc2nc(N)nc(CN3CCN(C)CC3)n2)cc1C	9	-0.9%
CCCCN(CCCC)Cc1ccc(C(=O)NNC(=O)Nc2ccc(F)cc2)o1	4	0.8%
COc1cc(-c2cc(C(=O)O)c3cc4c(cc3n2)OCCO4)cc(OC)c1OC	-10	-0.6%
Clc1ccc2c(c1)[C@H]1OCC[C@H]1[C@@H](c1ccco1)N2	-2	5.1%
O=C(Nc1cccc(C(F)(F)F)c1)C1C2CC3OC(=O)C1C3C2 (stereo unspecified)	x	-0.8%

Reformatted with two lines to a compound: part of the list above.
Each structure is followed by: Mtb RmlCD inh	GlmU inhibition
> Cc1ccc(N(CC(=O)NN=C2CCN(C)CC2)S(=O)(=O)c2ccc(C)cc2)cc1
 : -9	8.8%
> Oc1ccccc1CNn1cnnc1
 : -10	0.6%
> COc1ccc(C(=O)OCC[N+]2(C)CCOCC2)cc1
 : 7	0.5%
> COC(=O)CCCC1=CC2=CC(=O)C(C)(OC(=O)c3cccs3)C(=O)C2=CO1 (stereo unspecified)
 : x	1.9%

5 records picked at random from the list so far:
SMILES	Mtb RmlCD inh	GlmU inhibition
CN1CCN(Cc2nc3ccccc3c(=O)[nH]2)CC1	x	4.0%
COc1ccc(CCCc2nnc(SCC(=O)Nc3ccccc3F)o2)cc1	-11	-6.6%
O=C(N=Nc1c(O)n(C2OC(=O)c3ccccc32)c2ccccc12)c1ccco1 (stereo unspecified)	-8	3.1%
Cc1ccc(Nc2nc(N)nc(CN3CCN(C)CC3)n2)cc1C	9	-0.9%
C/C(Nc1ccc(F)cc1)=C(/C#N)C(N)=O	2	-5.5%

Next entries.
SMILES	Mtb RmlCD inh	GlmU inhibition
COc1cccc(CN2CCN(C(=O)c3cccc4ccccc34)CC2)c1OC	x	1.7%
CS(=O)(=O)NN1C(=O)c2ccccc2NC1c1ccccc1O (stereo unspecified)	-13	-6.4%
N#Cc1nc(Cc2ccccc2)oc1N1CCCC1	7	0.4%
COc1cccc(CNC(=O)c2cc(COc3c(F)cccc3F)on2)c1	5	-0.7%
CC(=O)CCc1c(C)nc2ccc(C(=O)O)cc2c1Cl	-11	6.1%
O=C(Cc1ccc(Cl)cc1)Nc1ccc(SC(F)F)cc1	-13	-2.6%
CCC12CN3CC(CC)(CN(C1)C3c1ccc(OC(C)C)cc1)C2=O (stereo unspecified)	x	-0.5%
CC(=O)c1ccc(N2CCN(C(=S)Nc3ccccc3)CC2)cc1	4	0.1%
O=C(N/N=C\c1ccccc1)c1ccccc1-n1cccc1	-2	9.1%
COc1cc(C2N(c3ccc(Cl)cc3)C(=O)C3CCCN32)cc(OC)c1OC (stereo unspecified)	9	-0.8%
O=C(C1CCCO1)N1CCN(c2c3c(nc4cc(-c5ccc(F)cc5)nn24)CCC3)CC1 (stereo unspecified)	5	1.5%
COc1ccccc1N1CCN(C(=O)c2cc(C3CC3)on2)CC1	-11	-2.2%
O=C(COc1ccccc1)N1CCN(C2CCCC2)CC1	11	3.7%
CCOC(=O)c1ccc(N2C(=O)c3n[nH]c(C)c3C2c2ccc(OC)c(OC)c2)cc1 (stereo unspecified)	x	-1.5%
COc1cc(OC)cc(C(=O)N[C@H](C(=O)OCC(=O)Nc2ccc(OC)c(OC)c2)C(C)C)c1	3	5.7%
COc1ccc(-c2nnc(SCC(=O)N/N=C/c3ccccc3C(=O)O)n2-c2ccc(Cl)cc2)cc1	4	-1.1%
CCOc1ccc(NC(=O)c2cn(-c3ccc(OCC)cc3)c(=O)c3cc(OC)c(OC)cc23)cc1	x	-3.5%
O=C(CSc1nnc(Nc2ccccc2)s1)Nc1ccc(S(=O)(=O)N2CCOCC2)cc1	x	3.3%
Nc1ccc(Cl)c(S(=O)(=O)Nc2ccc(Cl)cc2)c1	7	8.8%
Cc1cc(=O)oc2cc(OCC(=O)N3c4ccccc4CC3C)ccc12 (stereo unspecified)	x	0.6%
COc1ccc(COCC(O)CN2CCC(C(N)=O)CC2)cc1OC (stereo unspecified)	x	-3.0%
Cc1ccc(CN2C(=O)CCSc3ccc(Cl)cc32)cc1	x	1.9%
CCOC(=O)/C(=N\Nc1ccccc1Cl)N1CCN(C)CC1	74	-0.1%
Cc1cc(C(=O)OCC(=O)N2CC(=O)Nc3ccccc32)no1	7	3.8%
O=c1[nH]c(CSc2nnc3ccccn23)nc2cc(C(F)(F)F)ccc12	x	-2.2%
NC(=O)C1CC(=O)N(c2ccc(OCC(=O)Nc3cccc(C(F)(F)F)c3)cc2)C1 (stereo unspecified)	-7	0.3%
CC(C)c1ccc(C(CC(=O)c2ccc(Cl)cc2)C(=O)O)cc1 (stereo unspecified)	x	-5.8%
CC(=O)N1CCc2cc(C(=O)CN3CCCN(Cc4ccc(F)cc4)C3)ccc21	x	-2.2%
Cc1sc2nc(-c3ccccn3)[nH]c(=O)c2c1-c1ccccc1	-9	2.0%
Cc1cc(NC(=O)c2cc(-c3ccc4c(c3)OCO4)on2)n(-c2ccccc2)n1	8	3.1%
Cc1cc(C(F)(F)F)nc(-n2cc(-c3cccc(N)c3)nn2)n1	-4	0.7%
COc1ccc(CN2CCC(C(=O)N3CCCC(C)C3)CC2)cc1OC (stereo unspecified)	5	5.2%
Cc1nn(CC(=O)O)c(=O)c2ccccc12	x	-4.1%
CC(=O)Oc1ccc(C(=O)Nc2ccc3c(c2)C(=O)N(CCC(=O)O)C3=O)cc1	x	3.8%
CC(C)C(OC(=O)c1ccccc1)c1nccc2ccccc12 (stereo unspecified)	2	-4.3%
COc1ccc(C2SCC(C(=O)O)N2C(C)=O)cc1OC (stereo unspecified)	-8	3.8%
CCOc1ccc(/C=C2\SC(=S)N(CCC(=O)O)C2=O)cc1	x	2.4%
O=C(Nc1sc2c(c1C(=O)O)CCCCC2)c1ccccc1F	0	0.2%
Cc1ccc(C(c2sc3nc(C)nn3c2O)N2CCOCC2)cc1 (stereo unspecified)	-8	-3.4%
Cc1ccc2[nH]c(=O)c(C(c3nnnn3CC3CCCO3)N3CCc4ccccc4C3)cc2c1 (stereo unspecified)	x	5.6%
O=C(COC(=O)c1ccccc1C(=O)c1ccc(Cl)c([N+](=O)[O-])c1)NC1CC1	-1	-5.4%
CCCc1n(CC(O)COCc2ccccc2)c2ccccc2[n+]1C (stereo unspecified)	9	4.5%
CCOC(=O)c1ccc(NC(=O)C2CCN(C(=O)c3ccc(OC)c(OC)c3)CC2)cc1	x	0.1%
O=C(O)c1cccc(Nc2c([N+](=O)[O-])c(=O)oc3ccccc23)c1	3	-0.5%
Cc1ccc(C2CC(=O)NC(SCC(=O)Nc3nccs3)=C2C#N)cc1 (stereo unspecified)	x	-3.6%
COc1ccc(Nc2nc(N)nc(CSCCO)n2)cc1	7	1.2%
CCC(=O)NC(=S)Nc1ccc(S(=O)(=O)N2CCN(C)CC2)cc1	18	2.9%
CC1(C(=O)O)C=CCN1C(=O)c1ccccc1 (stereo unspecified)	x	2.1%
CCOc1ccc(CCNC(=O)C2=C(C)C(=O)OC23CCC(C)CC3)cc1OCC (stereo unspecified)	7	4.0%
CC(C(=O)O)n1cc(Cl)cn1 (stereo unspecified)	-2	-5.5%
O=S(=O)(c1ccc(N2CCCC2)nc1)N1CCCC1	-8	-6.7%
O=C(NCc1ccco1)c1cc(-c2ccccc2)on1	14	6.2%
CCOc1ccc(CNC(=O)c2ccco2)cc1	6	-9.0%
CCC(=Nc1ccc(OC)cc1OC)c1c(O)[nH]c(=O)[nH]c1=O	x	0.7%
Cc1ccc(C2C(=O)N(C3CCC(C)CC3)CC(=O)N2C2CCCC2)cc1 (stereo unspecified)	3	3.1%
O=C(CNC(=O)c1ccc(-c2ccccc2)cc1)OCc1c(F)cccc1Cl	2	0.0%
CCCOc1ccc(NC(=O)C(=O)NCCCn2ccnc2)cc1	-5	2.9%
CC(=O)NC(=S)Nc1ccccc1N1CCCCC1	x	-3.3%
O=C(CC(NC(=O)c1ccccc1Cl)c1ccccc1)Nc1ccc2c(c1)OCO2 (stereo unspecified)	12	-1.2%
COc1cc2nc(CN3CCN(C(c4ccccc4)c4ccccc4)CC3)[nH]c(=O)c2cc1OC	x	5.4%
(next part)
SMILES	Mtb RmlCD inh	GlmU inhibition
Cc1ccc(-c2ccc(/C=N\NC(=O)C3C(=O)NCC3c3ccccc3)o2)cc1Cl (stereo unspecified)	x	1.7%
Clc1cccc(Cl)c1CSc1nnc(-c2ccncc2)s1	28	x
COc1ccc(CNC(=O)c2cc(-c3ccncc3)nc3c(C)cc(C)cc23)cc1OC	-11	-4.8%
CCOCCCn1c(=NC(=O)c2cccnc2)c(C(=O)OCC)cc2c(=O)n3ccccc3nc21	2	0.4%
CC(=O)NCCc1c[nH]c2ccc(O)cc12	x	-2.8%
CCOc1cccc(C=Nc2cc(C)cc(C)c2O)c1O	5	1.2%
COC(=O)c1sccc1NC(=O)c1cnc2cc(C)nn2c1C	4	-5.3%
N#Cc1c(NC(=O)CSc2nc3ccccc3c(=O)n2Cc2ccco2)sc2c1CCCC2	x	0.5%
COc1ccc(OC)c(NC(=O)COC(=O)Cc2ccc(Br)cc2)c1	21	-9.8%
COc1ccc(OC(C)c2ccc(C#N)c(=O)[nH]2)cc1 (stereo unspecified)	x	-1.4%
COC(=O)c1ccccc1NC(=O)Cn1c(=O)n(CCC(=O)NC2CCN(Cc3ccccc3)CC2)c(=O)c2ccccc21	x	5.2%
O=C(Cn1ncc(Cl)c(Cl)c1=O)NC1CCS(=O)(=O)C1 (stereo unspecified)	x	-1.2%
COc1cc(Br)cc(-c2nc3c(c(=O)[nH]c(=O)n3Cc3ccccc3)n2C)c1O	14	-11%

Not all compounds are listed. The share of hits here may be higher or lower than overall.
